GLS inhibitor – qHTS for Inhibitors of Glutaminase (GLS) | Glutaminase kidney isoform, mitochondrial (Homo sapiens), O94925 | GLS enzymatic activity, qHTS titration | Potency, µM (titrated, usually from 45.5 µM), without a hit: top-dose activity change, negative = inhibition, most hits filed as inhibitors | 0.21% of 410,000 active; also: potency is read from the fitted curve at half-maximal effect; % is scaled to controls: 0 for no effect and ±100 for the full control effect
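Compounds were pin-transferred onto hKGA, after which L-glutamine (1 mM solution) and a detection mix of glutamate oxidase, HRP and Amplex Red were added. Initial and 30 min RT fluorescence reads were collected.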
PGK inhibitor – qHTS Assay to Find Inhibitors of Phosphoglycerate Kinase | 0.043% of 380,000 active | Potency, µM (top dose mostly 57.5 µM), for inactives: at the highest dose activity change, negative = inhibition, hits mostly inhibitors | AID 602233, 2012 | Phosphoglycerate kinase, glycosomal (Trypanosoma brucei brucei), P07378 | PGK/GAPDH coupled, Kinase-Glo luminescence, 60 min; also: potency is read from the fitted curve at half-maximal effect; % is scaled to controls: 0 for no effect and ±100 for the full control effect; nearly all actives have a fitted effect of over 60% in size
Target sequence (P07378 whole entry, looked up): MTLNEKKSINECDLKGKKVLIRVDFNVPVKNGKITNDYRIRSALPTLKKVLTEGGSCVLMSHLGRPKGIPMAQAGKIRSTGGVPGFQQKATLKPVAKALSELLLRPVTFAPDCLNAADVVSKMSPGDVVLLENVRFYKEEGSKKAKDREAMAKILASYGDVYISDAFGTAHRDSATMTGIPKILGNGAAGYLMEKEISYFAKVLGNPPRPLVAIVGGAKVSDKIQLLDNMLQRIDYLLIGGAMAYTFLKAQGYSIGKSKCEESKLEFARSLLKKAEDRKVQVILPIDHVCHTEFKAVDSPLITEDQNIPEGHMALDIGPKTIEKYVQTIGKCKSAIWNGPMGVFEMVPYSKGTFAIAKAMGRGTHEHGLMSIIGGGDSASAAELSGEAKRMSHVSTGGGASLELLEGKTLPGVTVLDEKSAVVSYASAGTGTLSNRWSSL
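Luminescent ATP detection (Kinase-Glo Plus) follows a 60-minute room-temperature incubation, with wells lacking PGK as controls. Buffer: 100 mM TEA (pH 7.6), 5 mM MgCl2, 0.01% Tween-20. Coupling enzyme GAPDH (100 nM final) supplies unstable 1,3-BPG in-well.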
Pin1 inh – qHTS Assay to Find Inhibitors of Pin1 | Peptidyl-prolyl cis-trans isomerase NIMA-interacting 1 (Homo sapiens), Q13526 | Pin1 FP peptide displacement, HiFluor488, 10 min | Potency, µM (highest dose often 115 µM), for inactives: at the highest dose activity, negative = inhibition, hits mostly inhibitors | 0.009% of 390,000 active | AID 504891, 2011; active = well fitted inhibition curve with a large enough effect in the polarisation, with a control signal flat, not every such curve was filed as active; inconclusive = small, poorly fitted or top-dose-only effect, or effect the other way, or a change in a side signal; inactive = no such curve, though single readings can be large or run the other way; the % refers to the polarisation; also: potency is read from the fitted curve at half-maximal effect; % is scaled to controls: 0 for no effect and ±100 for the full control effect
Target sequence (Q13526 whole entry, looked up): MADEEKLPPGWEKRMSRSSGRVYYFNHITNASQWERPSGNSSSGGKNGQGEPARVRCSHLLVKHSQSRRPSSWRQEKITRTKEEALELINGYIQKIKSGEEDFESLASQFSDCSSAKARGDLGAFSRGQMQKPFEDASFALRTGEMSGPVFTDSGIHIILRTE
POLH inh – qHTS for Inhibitors of Polymerase Eta. DNA polymerase eta (Homo sapiens), Q9Y253. recombinant Pol eta, fluorescent DNA replication assay. Potency, µM (top dose mostly 114 µM), inactives show top-dose activity change, negative = inhibition, hits mostly inhibitors. 1.2% of 390,000 active. AID 588591, 2011; also: potency is read from the fitted curve at half-maximal effect; % is scaled to controls: 0 for no effect and ±100 for the full control effect
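Pol eta at 10 nM preincubated with compounds 15 min at room temperature; reaction started with fluorescent substrate (50 nM final) and read kinetically at 0 and 10 min.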
PI4K2A block – qHTS for small molecular inhibitors of PI4K2A; activity change, negative = inhibition, % at 76.9 µM; AID 1346378, 2018; purified PI4K2A, ADP-Glo luminescence, 1 h; stronger effect = lower value; Phosphatidylinositol 4-kinase type 2-alpha (Homo sapiens), Q9BTU6; 0.13% of 420,000 active; in the data active = activity change below about -50%; inconclusive = mostly about -30% to -49%;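 also: -100% = wells without enzyme as full effect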
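In this quantitative HTS, ADP production by PI4K2A was quantified luminescently after 1 h at ambient temperature; 100 microM adenosine served as plate-quality control.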
G9a inh – qHTS Assay for Inhibitors of Histone Lysine Methyltransferase G9a; G9a H3K9 monomethylation, AlphaScreen, 2 h; Potency, µM (titrated, usually from 102 µM), for the others: at the highest dose activity, negative = inhibition, actives largely listed as inhibitors; AID 504332, 2011; 8.8% of 350,000 active; Histone-lysine N-methyltransferase EHMT2 (Homo sapiens), Q96KQ7; also: potency is read from the fitted curve at half-maximal effect; % is scaled to controls: 0 for no effect and ±100 for the full control effect; nearly all actives have a fitted effect of over 75% in size
Target sequence (Q96KQ7 913-1193 limits assumed): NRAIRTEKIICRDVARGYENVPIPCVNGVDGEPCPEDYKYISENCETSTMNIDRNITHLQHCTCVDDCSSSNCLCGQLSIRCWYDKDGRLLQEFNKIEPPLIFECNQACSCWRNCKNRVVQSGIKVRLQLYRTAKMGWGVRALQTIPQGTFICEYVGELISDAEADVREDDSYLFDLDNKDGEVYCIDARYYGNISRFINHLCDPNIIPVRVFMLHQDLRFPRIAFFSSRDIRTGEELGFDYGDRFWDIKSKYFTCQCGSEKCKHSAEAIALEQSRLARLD
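Quantitative HTS format: methyltransferase activity on a biotin-tagged H3K9 peptide is measured by AlphaScreen, using a rabbit anti-monomethyl-H3K9 antibody with streptavidin donor and anti-IgG acceptor beads. Final levels are 20 nM enzyme, 500 nM peptide, 20 uM SAM; 2 h RT.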
JMJD2A Tudor – qHTS Assay for Inhibitors of JMJD2A-Tudor Domain; Potency, µM (series often up to 114 µM), without a hit: at the highest dose activity change, negative = inhibition, hits mostly inhibitors; 4.4% of 390,000 active; AlphaScreen JMJD2A-Tudor / H3K4me3 peptide binding; AID 504339, 2011; Lysine-specific demethylase 4A (Homo sapiens), O75164; also: potency is read from the fitted curve at half-maximal effect; % is scaled to controls: 0 for no effect and ±100 for the full control effect; nearly all actives have a fitted effect of over 50% in size
HP1b binding inh – HTS for Inhibitors of HP1-beta Chromodomain Interactions with Methylated Histone Tails; AlphaScreen HP1-beta / biotin-H3K9me3 peptide binding; Chromobox protein homolog 1 (Homo sapiens), P83916; AID 540317, 2011; 0.56% of 390,000 active; Potency, µM (highest dose often 114 µM), for the others: at the top dose activity change, negative = inhibition, most hits filed as inhibitors; also: potency is read from the fitted curve at half-maximal effect; nearly all actives have a fitted effect of over 70% in size; inactives centre near 23
Target sequence (P83916 whole entry, looked up): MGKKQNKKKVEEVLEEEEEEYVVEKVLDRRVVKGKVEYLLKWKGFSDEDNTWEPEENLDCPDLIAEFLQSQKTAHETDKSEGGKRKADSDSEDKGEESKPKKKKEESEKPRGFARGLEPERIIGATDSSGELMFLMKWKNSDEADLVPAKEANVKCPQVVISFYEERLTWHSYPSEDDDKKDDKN
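Compound inhibition of the preformed complex between 50 nM HP1-beta and 50 nM biotinylated H3K9me3 peptide was read by AlphaScreen. Buffer was PBS pH 7.4 with 0.01% Tween-20. Incubations ran 30 min at room temperature, with 10 ug/mL donor/acceptor beads.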
BAZ2B inh – qHTS Assay for Inhibitors of BAZ2B. Bromodomain adjacent to zinc finger domain protein 2B (Homo sapiens), Q9UIF8. AlphaScreen BAZ2B-H3K14Ac peptide displacement. Potency, µM (series often up to 114 µM), without a hit: at the highest dose activity change, negative = inhibition, most hits filed as inhibitors. 4.4% of 360,000 active; also: potency is read from the fitted curve at half-maximal effect; % is scaled to controls: 0 for no effect and ±100 for the full control effect; nearly all actives have a fitted effect of over 60% in size
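BAZ2B 50 nM plus b-H3(5-23)K14Ac 50 nM, PBS pH 7.4/0.01% Tween-20, 30 min RT; compound added (max 110 uM), 30 min RT; streptavidin donor/Ni-chelate acceptor beads 10 ug/mL final, 20 min dark; AlphaScreen read.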
* = called active by the depositor; i = inactive; ? = inconclusive; . = not tested or not shown; & = joins results of further samples; [ ] = dose if it differs, or a comment. Unless noted, calls follow the shape of the dose curve; as a rule, active = well fitted curve in the direction sought with a large enough effect; inconclusive = small, poorly fitted or top-dose-only effect, or another doubt; inactive = no such curve, though single readings can be large; an effect the other way counts as inactive or inconclusive. Some of the compounds tested, so the mix of outcomes need not match the whole.

Sequence of screens – GLS inhibitor | PGK inhibitor | Pin1 inh | POLH inh | PI4K2A block | G9a inh | JMJD2A Tudor | HP1b binding inh | BAZ2B inh
1. O=C(N/N=C/c1cccc(Oc2ccccc2)c1)c1cccc(O)c1
  1% | i | -1% | -16% | -2 | 14% | -32% | 4% | -27%
2. CCc1noc(C)c1C(=O)Nc1ccc(S(=O)(=O)N2CCCCC2)cc1
  -2% | 8% | 6% | -9% | -3 | 9% | -21% | -21% | 10%
3. CCCCN(CC)CCCNC(=O)C1c2ccccc2C(=O)N(C)C1c1cn(C)c2ccccc12 (centres undefined)
  5% | i | -3% | -9% | 1 | -6%[12.7 µM] | -16% | 29% | -20%
4. CCN(CC)C(c1ccc(F)cc1)c1nnnn1C1CCCCC1 (centres undefined)
  . | i | -2% | 10% | -1 | 89µM* | 7% | 32%[activator] | -31%
5. CC1CCN(c2ccc3nnc(CCC(=O)NCCCOC(C)C)n3n2)CC1
  -4% | 2% | -3% | -6% | 3 | 15% | -5% | 43%[activator] | -11%
6. CCOC(=O)c1c(Oc2ccc(C(=O)OC)cc2)nnc(-c2ccccc2)c1-c1ccccc1
  -29% | -6% | 27% | -1% | 2 | -26%[59 µM] | -19% | 35% | -16%
7. N#CCCN(C(=O)COC(=O)c1cc(=O)c2ccccc2o1)c1ccccc1
  -1% | 4% | 0% | -6% | 4 | 9%[59 µM] | -3% | 23% | 12%
8. Cc1nn(C(=O)c2ccco2)c(C)c1Sc1ccccc1
  -3% | -6% | -3% | -15% | 4 | 31%[0.501 µM] | 62%[activator] | 168%[activator] | 73%[activator][57.1 µM]
9. COC1(OC)C=CC(=O)C=C1NC(=O)c1ccccc1OC(C)=O
  0% | -3% | -2% | 6% | -10 | . | -8% | 60%[activator] | .
10. COc1ccc(O)c(/C=c2/sc3nc4cc(C)c(C)cc4n3c2=O)c1
  -4% | -6% | 9% | -10% | -5 | 2.5µM* | ? | ? | -8%
11. Cc1ccccc1COC(=O)c1cc([N+](=O)[O-])ccc1N1CCOCC1
  7% | -3% | -7% | -13% | 1 | ? | ? | 2% | -30%
12. O=C(COc1ccc(Cl)cc1Cl)NCCN1CCCC1
  3% | -1% | . | -13% | -2 | . | . | . | .
13. OCC[C@@H]1C[C@@H](O)[C@H](O)[C@]2(Cc3ccccc3CO2)O1
  1% | i | -4% | -2% | -4 | 10% | -14% | 29% | 4%
14. CCCC1(C(=O)OCC)NC(c2ccc(N(C)C)cc2)C2C(=O)N(c3ccc(OCC)cc3)C(=O)C21 (centres undefined)
  -1% | -1% | ? | -5% | 2 | 50µM* | ? | -26% | ?
15. N#CC1(NC(=O)COC(=O)c2cccc(-n3cnnn3)c2)CCCCC1
  -6% | -5% | -6% | -4% | -1 | -8% | -2% | 30% | 5%
16. CCCOc1ccc(CSC(CC(=O)O)C(=O)O)cc1 (centres undefined)
  2% | -5% | -3% | 0% | 8 | -10% | -13% | 31% | -8%
17. CCNC(=S)NNC(=O)c1ccc(OC)cc1
  27% | i | -10% | -15% | 2 | 6% | -3% | 77%[activator] | -15%
18. CCC(=O)Nc1ccccc1C(=O)OCC(=O)c1cccc2ccccc12
  1% | -7% | 1% | -10% | -2 | 13%[0.501 µM] | 14% | 66%[activator] | 9%
19. Cc1ccc(C(=O)NNC(=O)c2cccs2)cc1
  16% | i | -2% | 3% | 1 | -3% | -6% | 34% | 19%
20. COc1ccccc1N1CCN(CC(=O)Nc2ccccc2C(=O)NCCc2ccccc2)CC1
  8% | 10% | 4% | -25% | 2 | 0%[12.7 µM] | -23% | 24% | -5%
21. CSc1nnc(C)c(=O)n1COC(=O)c1ccc(S(=O)(=O)N2CCOCC2)cc1
  8% | -5% | 2% | -11% | -5 | ? | -10% | 12% | 12%
22. Fc1ccc(-c2n[nH]c(=S)c3ccccc23)cc1
  3% | -10% | 5% | -17% | 3 | -6% | -9% | 35% | -22%
23. O=C(CCN1C(=O)c2ccccc2S1(=O)=O)Nc1cc(Cl)ccc1Cl
  19% | 15% | 2% | 0% | -5 | 3% | -14% | 24% | 7%
24. Cc1ccc(N(CC(=O)NC2CCCCC2)C(=O)CCCC(=O)Nc2ccccn2)cc1
  6% | 5% | 0% | -19% | 2 | 1% | 3% | -13% | -2%
25. CCc1cccc(C)c1NC(=O)c1ccc(CN2CCc3ccccc3C2)cc1
  9% | i | 2% | -18% | 0 | -12%[59 µM] | -15% | 39%[activator] | 2%
26. COc1cc(OC)c(C2=NOC(C(=O)N3CCCc4ccccc43)C2)cc1Cl (centres undefined)
  -1% | 6% | 19% | 0% | -3 | ? | -19% | 18% | -8%
27. CCS(=O)(=O)N1CCN(C(=O)COc2ccc(-c3ccccc3)cc2)CC1
  -3% | -1% | ? | 2% | 1 | -28%[59 µM] | -4% | 22% | 0%
28. COc1ccccc1/C=C/CN1CCSCC1
  0% | 1% | 0% | -22% | 2 | 32µM* | 6.3µM* | ? | 56µM*
29. COc1ccc(C2=C(C)C(N3CCC(C(=O)NCc4ccco4)CC3)=NS2(=O)=O)cc1
  -2% | . | 2% | . | 2 | 3%[59 µM] | -6% | 13% | -15%
30. CNC(=O)c1ccc2nc(CCc3ccccc3)oc2c1
  -1% | i | -11% | -9% | -1 | 16%[59 µM] | 10% | 25%[57 µM] | 6%

Further structures.
Sequence of screens – GLS inhibitor | PGK inhibitor | Pin1 inh | POLH inh | PI4K2A block | G9a inh | JMJD2A Tudor | HP1b binding inh | BAZ2B inh
31. O=c1ccc2cc(S(=O)(=O)Nc3ccccc3F)ccc2o1
  2% | i | -2% | -11% | 0 | ? | -8% | 68%[activator] | -21%
32. CCCn1nnc(NC(=O)Cc2ccc(Cl)cc2)n1
  1% | . | -5% | -8% | 1 | -2%[59 µM] | -12% | 25% | 1%
33. Cc1ccccc1C(=O)c1cccn1CC(=O)NCCCN1CC(C)CC(C)C1 (centres undefined)
  -3% | -4% | 1% | -15% | -3 | 14% | -24% | 30% | -16%
34. O=c1cc(O)nc(SCc2ccccc2)n1-c1ccccc1
  5%&17% | -9%&0% | -5%&-8% | -9%&-10% | 2&-5 | -1%&-6%[59 µM] | -24%&-11% | 9%&43% | -4%&-6%
35. O=C1c2cc(CO)cc(O)c2C(=O)c2c(O[C@@H]3OC(CO)[C@@H](O)[C@@H](O)[C@@H]3O)cccc21 (some centres undefined)
  -10% | -4% | 11% | 4% | 0 | . | -25% | 7% | .
36. CC(NS(=O)(=O)c1ccc2c(c1)oc(=O)n2C)c1ccccc1 (centres undefined)
  -1% | i | ? | -5% | -4 | -11% | -6% | 28% | -20%
37. Cc1ccc(NC(=O)CN2CCN(C(=O)C3CC3)CC2)c(F)c1
  2% | -4% | . | 3% | 5 | . | . | . | .
38. Cc1ccc(C(=O)OCCOc2cccc(Cl)c2)cc1S(=O)(=O)N1CCOCC1
  2% | 4% | -4% | -3% | 1 | -7% | 22% | 28% | 7%
39. CCOC(=O)c1nn(-c2ccc3ccccc3c2)cc1O
  19% | -3% | -4% | -10% | -1 | -3% | -14% | 27% | -11%
40. Cc1ccc(C(=O)COC(=O)c2n[nH]c(=O)c3ccccc23)cc1
  10% | 6% | -9% | -11% | 5 | 13%[2.33 µM] | -3% | 10% | -4%
41. CCN1CCN(c2ccc(NC(=O)c3ccc(OC)c(S(=O)(=O)N4CCCC4)c3)cc2)CC1
  33%[activator] | i | -3% | -10% | -3 | ? | -23% | 16% | 0%
42. O=C(COC(=O)c1ccccc1Cl)Nc1cccc(S(=O)(=O)N2CCCCC2)c1
  0% | i | . | -9% | 4 | . | . | . | .
43. O=C1NC(Cc2c[nH]c3ccccc23)C(=O)N1CCOc1ccc(F)cc1 (centres undefined)
  20% | 3% | -7% | -2% | 2 | ? | -11%[57.1 µM] | -26% | -15%
44. Cc1ccc(CNc2cc(C(=O)O)ccc2C)s1
  46%[activator] | -8% | -7% | 9% | 3 | 9% | -23% | 19% | -7%
45. Cc1ccn2cc(CNS(=O)(=O)c3ccc4c(c3)OCCO4)nc2c1
  -4% | -1% | -7% | -17% | -3 | ? | -22% | 17% | 4%
46. COc1ccc(NS(=O)(=O)c2c(C)n(C)c(=O)n(C)c2=O)cc1OC
  2% | -10% | 6% | -15% | -1 | 3% | -10% | 31% | 11%
47. Cc1ccc(NC(=O)c2nc(S(C)(=O)=O)ncc2N(Cc2ccco2)Cc2ccco2)cc1C
  -4% | -2% | 60%[activator] | -13% | -1 | -21%[59 µM] | -19% | -4% | -19%

Reprinted at random: 2 entries already listed.
Sequence of screens – GLS inhibitor | PGK inhibitor | Pin1 inh | POLH inh | PI4K2A block | G9a inh | JMJD2A Tudor | HP1b binding inh | BAZ2B inh
38. Cc1ccc(C(=O)OCCOc2cccc(Cl)c2)cc1S(=O)(=O)N1CCOCC1
  2% | 4% | -4% | -3% | 1 | -7% | 22% | 28% | 7%
22. Fc1ccc(-c2n[nH]c(=S)c3ccccc23)cc1
  3% | -10% | 5% | -17% | 3 | -6% | -9% | 35% | -22%
